# PLK1 inh – blocks human PLK1 kinase activity. recombinant PLK1 kinase, TR-FRET peptide phosphorylation. inhibition, % at 10 µM. actives 0.53% (n = 97,000);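 active means inhibition of 50% or more in the single-concentration screen; inactive means inhibition below 50%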;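 further: 0% = DMSO max control and 100% = H-89 dihydrochloride min control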
# sEH inh – soluble epoxide hydrolase (human) inhibition; P34913; recombinant human sEH enzymatic activity assay; inhibition, % at 2 µM; actives 0.34% (n = 91,000); in the data active means inhibition above about 80%; further: values of inactives mirror those of a sister screen read the other way; many of its hits are not listed in these tables
# Target sequence (P34913 whole entry, looked up): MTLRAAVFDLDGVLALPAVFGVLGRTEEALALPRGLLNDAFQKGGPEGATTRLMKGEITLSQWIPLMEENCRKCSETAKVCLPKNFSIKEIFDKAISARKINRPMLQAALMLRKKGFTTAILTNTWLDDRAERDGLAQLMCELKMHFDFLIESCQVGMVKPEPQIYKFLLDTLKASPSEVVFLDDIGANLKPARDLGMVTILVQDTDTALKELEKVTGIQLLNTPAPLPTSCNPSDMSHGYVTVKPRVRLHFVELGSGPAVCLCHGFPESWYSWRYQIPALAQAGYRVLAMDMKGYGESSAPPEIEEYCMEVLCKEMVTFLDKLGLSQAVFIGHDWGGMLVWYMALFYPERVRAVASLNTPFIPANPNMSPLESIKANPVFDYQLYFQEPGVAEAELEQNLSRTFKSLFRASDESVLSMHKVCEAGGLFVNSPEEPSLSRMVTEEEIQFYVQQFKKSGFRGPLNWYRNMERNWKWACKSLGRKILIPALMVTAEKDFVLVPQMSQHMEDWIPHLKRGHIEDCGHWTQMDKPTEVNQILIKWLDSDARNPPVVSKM
# Ecoli WT expand – E. coli BW25113 growth inhibition, expanded screen; OD600 absorbance; growth inhibition, % at 100 µM; actives 0.15% (n = 98,000); AID 710;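 active means growth inhibition above about 50% at one test dose, limit read from the data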;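 further: growth measured after 20 h incubation at 37 °C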
# hDAT+cocaine – human DAT dopamine uptake with cocaine, either direction. actives 1.3% (n = 110,000). AID 449768. LLC-PK1 hDAT cells, [14C]-dopamine uptake with cocaine IC80; actives deviate in either direction. B-score at 10 µM. Q01959;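 active means Z score or B-score, a plate-position-corrected score, falls beyond the plate's 99.7% confidence bounds, in either direction; inactive means both scores lie inside the 99.7% bounds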;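 further: scored against the spread of the other compound wells on the same plate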
# VCAM1 TNFa inh – reduces TNF alpha induced VCAM1 expression in HUVEC; AID 802; inhibition, % at 2 µM; actives 0.48% (n = 95,000); HUVEC TNFa-induced VCAM-1 immunofluorescence, high-content imaging;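 active means inhibition above the batch mean plus 3 SD, with images confirmed as a hit by eye, cut at about 37% in these data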;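 further: 0% = TNF-stimulated DMSO wells and 100% = unstimulated control wells; not every result past the cut was called active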
# cytoskel mod – modifiers of cytoskeleton assembly; AID 836; inhibition, % at 2 µM; actives 0.18% (n = 91,000); HUVEC TNFa F-actin phalloidin imaging, high content;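 active means inhibition above the batch mean plus 3 SD and confirmed as a hit by visual image inspection, cut at about 30% in these data, passing the limit was not always enough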; further: strong numbers were not always called active
# PLK1 PBD inh – Plk1 (human) PBD binding inhibition. P53350. Plk1 PBD phosphopeptide binding, fluorescence polarization. inhibition, %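 (tested at about 20 µM)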. actives 0.13% (n = 97,000). AID 693; in the data active means inhibition above about 34%, passing the limit was not always enough
# HUVEC tox IL1B – toxic to HUVEC cells under IL-1B stimulation; actives 0.41% (n = 94,000); cell count reduction, % at 2 µM; AID 845; HUVEC cell count loss, Hoechst imaging, IL-1B stimulated;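 active means cell count reduction more than 3 SD above the screen-wide mean, cut at about 70% in these data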;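 further: normalized per plate to untreated control cells as the no-loss baseline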
# TNFa cytotox – toxic to HUVEC cells under TNF alpha stimulation; cell count reduction, % at 2 µM; HUVEC TNFalpha-stimulated, Hoechst cell count, imaging; AID 848; actives 0.17% (n = 93,000);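 active means cell count reduction exceeding the screen mean by over 5 SD, scaled to untreated wells per plate, cut at about 78% in these data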;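 further: cells counted after 24 h of TNF alpha exposure following the 1 h pretreatment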
# * marks the source's active call; other numbers are inactive results; i = inactive; nt = not tested or not shown; & = joins results of further samples.
SMILES,PLK1 inh,sEH inh,Ecoli WT expand,hDAT+cocaine,VCAM1 TNFa inh,cytoskel mod,PLK1 PBD inh,HUVEC tox IL1B,TNFa cytotox
O=C(Cc1ccccc1)NCCS(=O)c1ccc(Cl)cc1 (stereo unspecified),-8,-8,3,0.93,4,-14,-8,9,-34
OC(CN=c1sc2ccccc2n1CC(O)COc1ccccc1)COc1ccccc1 (stereo unspecified),-4,0,nt,1.1,8,-19,16,-21,7
COc1ccc(OC)c(NC(=O)c2c3c(nc4ccccc24)CCC3)c1,-4,4,-5,-0.55,2,33,-1,5,-14
CCOC(=O)c1sc(NC(=O)CSc2nnnn2-c2ccc(C)cc2C)nc1C,-15,nt,-1,nt,6,15,13,-21,-18
CC(=O)NC1CC2CCCC(C1)N2CC(=O)Nc1ccccc1 (stereo unspecified),-10,nt,8,-0.9,-19,11,-34,-17,-42
COc1ccc(C2C(C(=O)NCCN3CCOCC3)c3ccccc3C(=O)N2C)cc1OC (stereo unspecified),-22,3,-2,0.015,4,-6,-42,18,-12
Cc1ccc(/C(CSc2nccn2-c2ncc(C(F)(F)F)cc2Cl)=N\O)cc1,-9,0,2,-0.52,30,8,-3,-2,-9
CC(C)NC(=O)c1ccc(OC2CSC2)cc1,-4,13,1,0.8,6,-1,18,-15,-7
CCN1CCN(C(=O)Cn2c(=O)sc3ccccc32)CC1,-7,-3,-1,0.11,8,7,-3,3,-31
CNC(=O)NC(=O)CSc1nc2ccccc2n1CCOC,-9,-5,5,-0.97,-9,8,-16,9,21
c1ccc(-c2nnc(SCCC3OCCCO3)o2)cc1,-17,-16,5,nt,4,-13,16,-13,6
C=CCn1c(CSCc2ccc(C)cc2)nnc1SCC(=O)NCc1ccccc1,-12,-2,1,2.1*,2,6,-16,-12,-12
Cc1ncc([N+](=O)[O-])n1CCOC(=O)c1ccc(Cl)cc1Cl,30,8,2,0.14,15,5,-3,1,20
COC(=O)c1cc(COc2ccc3c4c(c(=O)oc3c2)CCC4)c(C)o1,-5,-4,-6,nt,-1,1,4,-1,7
O=S(=O)(c1ccccc1S(=O)(=O)N1CCCCC1)N1CCCCC1,-12,-3,11,-0.61,11,nt,5,-31,-21
CCC(C)Cn1c(S(=O)(=O)O)nc2ccccc21 (stereo unspecified),-6,0,0,-0.38,13,3,6,-10,-27
CCOC(=O)N1CCC(NCCNC(=O)c2ccccc2)CC1,-8,-9,1,0.087,13,-5,-1,25,30
CC(Oc1ccc(Cl)cc1Cl)C(=O)NCCCN1CCOCC1 (stereo unspecified),74*,nt,-4,-0.81,nt,nt,14,nt,nt
CC1=CC(C)C2C(=O)N(c3ccccc3)C(=O)C2C1 (stereo unspecified),-7,-3,1,-0.13,-16,nt,-3,2,13
O=C1C2C3C=CC(CC3)C2C(=O)N1/N=C/c1ccc(O)cc1 (stereo unspecified),-4,-4,1,0.096,3,5,-9,-10,0
Cc1ccc(-c2nc3cc(N)ccc3o2)cc1,-15,5,3,0.86,0,30,-1,-54,3
Cc1cc(C)n(S(=O)(=O)/C=C/c2ccccc2)n1,-10,5,0,-0.017,22,-7,16,-10,6
Cn1cnnc1SC(C(=O)Nc1ccc(F)cc1)c1ccccc1 (stereo unspecified),-13,-13,5,0.47,-5,7,-14,5,-10
C=CCN(N=Nc1cccc([N+](=O)[O-])c1)c1cccc([N+](=O)[O-])c1,-6,-1,-14,0.74,10,21,1,3,-19
CN(C)CCN1C(=O)C(O)=C(C(=O)c2cc3ccccc3o2)C1c1cccc(Br)c1 (stereo unspecified),-3,-19,11,-0.19,10,-14,12,10,5
SMILES,PLK1 inh,sEH inh,Ecoli WT expand,hDAT+cocaine,VCAM1 TNFa inh,cytoskel mod,PLK1 PBD inh,HUVEC tox IL1B,TNFa cytotox
CC(=O)C1=C(C)NC(SCC(=O)c2ccc(Cl)c(Cl)c2)=C(C#N)C1c1ccco1 (stereo unspecified),-4,nt,nt,0.45,2,-25,1,-25,-12
Cc1c(C(=O)NCCC2=CCCCC2)oc2ccc(S(=O)(=O)N3CCC4(CC3)OCCO4)cc12,-1,-8,-12,0.84&-0.49,2,8,-2,4,0
C=CCn1c(SCc2c(C)noc2C)nnc1C1COc2ccccc2O1 (stereo unspecified),-6,nt,-13,0.59,-3,-14,16,9,35
COc1ccc(S(=O)(=O)N(CC(=O)NCc2ccco2)c2ccccc2)cc1OC,-7,6,-3,1.2,-7,7,6,-1,-16
CCOC(=O)Cn1c(=NC(=O)CSC(C)=O)sc2cc(OC)ccc21,-10,0,-5,-1.1,12,-8,-6,-12,-25
COc1ccc(N2C(=O)CC(N3CCN(S(=O)(=O)c4c(F)cccc4F)CC3)C2=O)cc1OC (stereo unspecified),-6,-9,-2,0.35,-57,10,9,-54,-13
CCc1ccc(OCC(=O)OCC(=O)c2ccc3c(c2)NC(=O)CO3)cc1,-6,7,-4,0.032,6,-5,-1,-11,-20
FC(F)(F)c1cc(-c2cccs2)nc(NCc2ccco2)n1,-16,nt,-4,-0.79,12,-15,-3,-3,-18
CCOC(=O)c1c(C)[nH]c(C(=O)OCc2c(C)noc2C)c1C,-10,0,-7,0.041,3,11,-20,12,-2
O=C(O)CCC(NC(=O)c1cncc(O)c1)C(=O)O (stereo unspecified),-8,-5,4,-0.57,-11,-2,7,-5,-9
CCCCn1c(=O)[nH]c(=O)c2c1nc(-c1ccc(-c3ccccc3Br)o1)n2CC,-14,0,-4,1.3,-23,2,-12,3,nt
O=C(Nc1ccon1)C(Sc1ccccc1)c1ccccc1 (stereo unspecified),-4,4,-6,-0.88,10,2,-13,-21,-27
COc1ccc(NC(=O)CCc2nc(-c3ccccc3F)no2)cc1,-4,2,4,-0.12,-5,25,-15,1,-26
O=C(NCCCn1ccnc1)c1sc2cccc(F)c2c1Cl,0,12,8,0.58,-6,11,-4,-14,-13
Cc1ccc(S(=O)(=O)c2cc(C#N)c(=O)[nH]c2N)cc1,21,-5,-4,-1.4,-4,62*,-34,-15,-23
CCOC(=O)c1c(NC(=O)Cn2nnc3ccccc32)sc2c1CCC(C)C2 (stereo unspecified),-8,nt,-8,1.5,6,-14,19,-12,9
CCOc1ccc(NC(=O)c2cccc(-n3cnnn3)c2)cc1,-6,49,-6,-0.012,-2,6,0,-8,-40
CCOc1ccccc1N(CC(=O)Nc1cccnc1)S(C)(=O)=O,1,4,3,2.7,-21,16,4,-15,-14
COc1ccc(C2CC(=O)n3c(nc4ccccc43)S2)cc1OC (stereo unspecified),-1,4,0,-0.19,10,-4,i,-7,4
CCC(=O)Nc1ccc(-c2cc(-c3ccccc3)nc(-c3ccc(NC(=O)CC)cc3)n2)cc1,-10,6,3,0.13,38,4,4,-42,6
COc1cc(CNn2c(C)n[nH]c2=S)cc(Cl)c1OCc1ccccc1,-8,0,4,0.44,-14,3,5,-15,13
CCc1ccc(/C=N/NC(=O)c2cc(-c3ccccc3OC)nc3ccccc23)s1,-10,15,-12,-0.18,0,4,-36,-13,-18
O=C(c1cccnc1)N1C2C=CC(C2)C1(C(F)(F)F)C(F)(F)F (stereo unspecified),-7,5,10,-0.075,-1,-5,-17,2,-15
Cc1ccc(N=C(NOCc2ccc(Cl)cc2Cl)c2nonc2N)c(C)c1,-5,-5,-11,0.18,-13,nt,3,-23,-2
Cc1cc(C)c(C)c(S(=O)(=O)N2CCC(C(=O)OCC(=O)N3c4ccccc4NC(=O)C3(C)C)CC2)c1C,-8,-2,-20,-0.051,-5,4,-8,-6,3
SMILES,PLK1 inh,sEH inh,Ecoli WT expand,hDAT+cocaine,VCAM1 TNFa inh,cytoskel mod,PLK1 PBD inh,HUVEC tox IL1B,TNFa cytotox
Cc1ccccc1C(=O)NCc1nnc(SCC(=O)N2CCN(c3ccccc3)CC2)n1C,-3,-3,3,1.1,-4,-8,-21,-2,-9
Cc1cccc(NC(=O)c2ccc(N(C)C3CCCCC3)c([N+](=O)[O-])c2)n1,-16,7,-9,-1.1,10,24,-40,-8,-12
CN(CC#CCC(c1ccccc1)c1ccccc1)C(C)(C)C,-7,6,23,-0.17,5,20,-26,-15,-22
COc1ccc(CSc2nnc(CNS(C)(=O)=O)o2)cc1,-3,-3,5,-0.68,8,12,7,-20,-16
Oc1ccc(COCc2ccccc2)c2cccnc12,-11,18,29,-0.85,-5,-33,-31,-4,3
CCOC(=O)c1cnc2ccc(Br)cc2c1NCCO,2,8,3,2.2,28,14,-11,-28,-9
Cc1cc[n+](-c2nc([O-])n(-c3ccccc3)c2C=O)cc1,-7,6,nt,nt,4,12,-19,3,-5
CCC(Sc1nc2c(c(=O)n1CC)SC(C)C2)C(=O)OC (stereo unspecified),-11,-9,7,-0.41,-18,-16,12,2,10
COc1cc(C(=O)NCC2CCCO2)cc(OC)c1OC (stereo unspecified),-8,6,nt,-0.078,6,-11,11,-16,-14
Cc1ccc2[nH]c(C)c(CC(=O)O)c2c1,-7,-3,-8,-0.75,18,17,-17,-100,-32
O=C(Nc1nc(=S)ss1)c1ccc(Cl)cc1Cl,-7,5,44,-0.36,-4,5,-27,14,-5
Cc1ccc(-c2cc(-c3ccccc3[N+](=O)[O-])[nH]n2)c(O)c1,-4,8,26,nt,12,-6,-17,-23,1
COc1ccccc1-c1cc(C(=O)NCCCn2ccnc2)no1,-1,1,-2,1.1,nt,nt,23,-19,nt
COCCNC(=O)CSCc1c(F)cccc1Cl,-3,3,4,0.037,6,5,-20,-108,-3
O=C(CSc1nc(-c2ccccc2)cc(C(F)(F)F)n1)N1CCOCC1,-11,-9,13,0.022,-7,nt,-14,12,6
Brc1ccc(-c2nnc3c4ccccc4nc(N4CCOCC4)n23)cc1,4,4,3,nt,11,-8,11,-15,-13
Cc1cc(SCC(=O)c2ccc3c(c2)OCO3)nc2ccccc12,1,-4,-12,1.1,12,-9,3,-40,-8
N#CC(C#N)=CC1=C2OC(c3ccccc3)=CC(c3ccccc3)=C2CCC1,-6,10,-50,-0.96,8,9,14,6,-17
CCOC(=O)c1cc(CC)sc1NC(=O)c1cc([N+](=O)[O-])ccc1N1CCOCC1,-7,nt,-4,1.1,-18,11,28,-10,5
Cc1ccc(-n2nnnc2SCC(N)=O)c(C)c1,-4,-16,-1,-0.35,-12,-22,13,1,-10
Nc1cc2nsnc2cc1Br,25,6,21,-2.1,20,18,118*,-32,-22
COc1ccc(C2C(C#N)=C(N)N(c3cccnc3)C3=C2C(=O)CCC3)cc1Cn1cc([N+](=O)[O-])cn1 (stereo unspecified),-4,1,-5,-1.7,2,-6,0,26,1
COc1ccc(C2C(C#N)=C(N)Oc3n[nH]c(C)c32)cc1Cn1nc(C)c([N+](=O)[O-])c1C (stereo unspecified),15,0,1,0.17,16,-40,23,-62,21
CCCOc1ccc(C(=O)N2CCCC2)cc1OC,-18,3,-4,0.85,15,10,-2,-6,-1
CCc1nc2c(cnn2-c2ccc(F)cc2)c(=O)n1-c1ccc(N2CCC(C)CC2)cc1,-26,6,-7,1.7,11,-8,14,1,-17
CCOc1cc2[nH]c(=O)n(CCC(=O)N3CCN(c4ccccc4OC)CC3)c(=O)c2cc1OCC,14,9,-21,-1.4,9,-18,17,-42,-11
COCCOC(=O)C1=C(C)NC2=C(C(=O)CC(C)(C)C2)C1c1cccnc1 (stereo unspecified),-45,-10,7,-1.1,10,-19,17,-34,-38
CCC(C)[C@H](NC(=O)Nc1cccc(OC)c1)C(=O)OC (stereo partly specified),-7,-12,5,-0.037,-6,-2,22,17,-36

# Single values from the entries so far:
# `COCCOC(=O)C1=C(C)NC2=C(C(=O)CC(C)(C)C2)C1c1cccnc1` (stereo unspecified) in HUVEC tox IL1B = -34
# `Brc1ccc(-c2nnc3c4ccccc4nc(N4CCOCC4)n23)cc1` in sEH inh = 4

# Compound activity deposited in PubChem by several laboratories.
